# MC4R antagonist: MC4R antagonists of cAMP signaling, primary screen, cell-based, TR-FRET, antagonist arm of biased-ligand search; Melanocortin receptor 4 (Homo sapiens), P32245; MC4R-expressing cells, MTII-stimulated cAMP, LANCE TR-FRET; inhibition, % at 6.5 µM; actives 0.48% (n = 360,000); AID 540295, 2011;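 active = inhibition above its plate's cutoff, the mean of tested wells on that plate plus 3 SD, cut at about 29% in these data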;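 also: 0% = Melanotan II alone and 100% = Melanotan II plus saturating MCL0020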
#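 material = U2OS cells stably expressing human melanocortin 4 receptor (MC4R) | also added = Melanotan II challenge | dosing = single nominal compound dose of 6.5 µM | detection = TR-FRET with Eu-cAMP and labeled anti-cAMP, 671 nm | replication = singlicate | timing = compound 30 min, challenge 1 h, detection 1 h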
# NOD2 RIPK2 PPI: NOD2-RIPK2 binding disruptors in cells, primary screen, fluorescence, CHO cells, BLA complementation; actives 0.38% (n = 360,000); Receptor-interacting serine/threonine-protein kinase 2 (Homo sapiens), O43353; AID 624267, 2012; CCF4 ratio; inhibition, % at 4.98 µM; in the data active = inhibition above about 21%;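 also: 0% = vehicle only and 100% = reference blocker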
# Target sequence (O43353 whole entry, looked up): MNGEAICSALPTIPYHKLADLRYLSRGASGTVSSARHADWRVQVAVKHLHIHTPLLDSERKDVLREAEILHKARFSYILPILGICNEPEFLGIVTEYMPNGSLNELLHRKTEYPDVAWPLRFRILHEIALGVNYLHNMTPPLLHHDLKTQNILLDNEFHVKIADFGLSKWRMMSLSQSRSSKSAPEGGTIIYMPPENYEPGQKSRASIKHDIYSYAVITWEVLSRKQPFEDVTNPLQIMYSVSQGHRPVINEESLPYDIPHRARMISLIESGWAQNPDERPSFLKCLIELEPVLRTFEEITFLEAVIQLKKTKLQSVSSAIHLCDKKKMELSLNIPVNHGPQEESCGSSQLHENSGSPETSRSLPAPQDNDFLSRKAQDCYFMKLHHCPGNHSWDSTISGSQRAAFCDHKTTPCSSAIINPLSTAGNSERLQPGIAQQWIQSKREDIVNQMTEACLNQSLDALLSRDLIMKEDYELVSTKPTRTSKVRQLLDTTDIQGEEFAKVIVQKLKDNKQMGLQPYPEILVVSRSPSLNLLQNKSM
# TLR9-MyD88 inh: inhibitors of TLR9-MyD88 association in cells, primary screen, cell-based, CHO, BLA complementation, fluorescence; Toll-like receptor 9 (Homo sapiens) + Myeloid differentiation primary response protein …; CCF4 FRET ratio; inhibition, % at 4.98 µM; actives 0.21% (n = 340,000);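 active = inhibition above the mean over all tested compounds plus 3 SD, cut at about 21% in these data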;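 also: 0% = DMSO only wells and 100% = clavulanate BLA inhibitor control wells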
# NCOA1 inh: SRC1 coactivator transcriptional activity inhibitors, primary screen, cell-based, luminescence; actives 0.12% (n = 360,000); HEK293 GAL4-SRC1 luciferase reporter; inhibition, % at 3.6 µM; Nuclear receptor coactivator 1 (Homo sapiens), Q15788;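 active = inhibition above the campaign mean plus 3 SD, with each screening campaign given its own cutoff, cut at about 60% in these data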;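 also: 0% = DMSO treated cells and 100% = gossypol at 36 µM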
# ABHD5-PLIN5 inh: ABHD5-PLIN5 interaction inhibitors, primary screen, cell lysate, split luciferase complementation, luminescence | actives 0.78% (n = 360,000) | inhibition, % at 4 µM | Perilipin-5 (Homo sapiens) + 1-acylglycerol-3-phosphate O-acyltransferase ABHD5 (Homo … | Split G. princeps luciferase complementation, 4 h;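 active = inhibition above the mean inhibition across every tested compound plus 3 SD, cut at about 22% in these data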;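 also: 0% = DMSO only wells and the 100% control is not disclosed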
# NCOA2 inhibitor: inhibition of GAL4-SRC2 driven luciferase reporter, primary screen, SRC2 inhibitor project, cell-based, luminescence; Nuclear receptor coactivator 2 (Homo sapiens), Q15596; actives 0.17% (n = 370,000); HEK293 GAL4-SRC2 luciferase reporter; inhibition, % at 9 µM;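 active = inhibition above the mean inhibition of all tested compounds plus 3 SD, set per campaign, cut at about 52% in these data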;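 also: 0% = DMSO treated cells and 100% = cells given Gossypol at 36 µM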
# SRC3 inh: SRC3 coactivator transcriptional activity inhibitors, primary screen, cell-based, luminescence. Nuclear receptor coactivator 3 (Homo sapiens), Q9Y6Q9. HEK293 GAL4-SRC3 luciferase reporter. inhibition, % at 3.6 µM. actives 0.17% (n = 360,000). AID 588352, 2011;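 active = inhibition above a per-campaign cutoff, the mean of all compounds plus 3 SD, cut at about 60% in these data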;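 also: 0% = DMSO-treated cells and 100% = gossypol-treated cells at 36 µM; higher means less SRC3-driven luciferase light from the GAL4 reporter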
# EBV LMP1 NFkB: EBV LMP1-driven NF-kappaB luciferase reporter inhibitors, primary screen, cell-based, luminescence, single point | LMP1-induced NF-kappaB luciferase reporter cells | inhibition, % at 12.5 µM | actives 0.69% (n = 350,000); in the data active = inhibition above about 41%;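 also: 0% = neutral control wells and 100% = reference inhibitor control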
# NR2F2 inh: NR2F2 transcriptional activity inhibitors, primary screen, cell-based, luciferase reporter, HEK293T, luminescence; actives 0.7% (n = 370,000); HEK293T NGFI-A luciferase reporter; inhibition, % at 8.6 µM; COUP transcription factor 2 (Homo sapiens), P24468;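 active = inhibition above a per-plate cutoff, mean inhibition of test wells between control levels plus 3 SD, cut at about 38% in these data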;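 also: cells cotransfected with COUP-TFII expression vector driving the NGFI-A reporter; 0% = median of COUP-TF2 test wells and 100% = reporter-only cells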
# NR5A2 inv ag: LRH-1 (NR5A2) inverse agonists, primary screen, cell-based, luminescence, HEK293T, StAR-luciferase reporter | Nuclear receptor subfamily 5 group A member 2 (Homo sapiens), O00482 | LRH-1 transfected, 24 h | inhibition, % at 3.6 µM | actives 0.13% (n = 360,000);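 active = inhibition above the mean inhibition of all tested compounds plus 3 SD, cut at about 73% in these data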;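 also: 0% = DMSO wells and 100% = reporter-only cells lacking LRH-1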
# Target sequence (O00482 whole entry, looked up): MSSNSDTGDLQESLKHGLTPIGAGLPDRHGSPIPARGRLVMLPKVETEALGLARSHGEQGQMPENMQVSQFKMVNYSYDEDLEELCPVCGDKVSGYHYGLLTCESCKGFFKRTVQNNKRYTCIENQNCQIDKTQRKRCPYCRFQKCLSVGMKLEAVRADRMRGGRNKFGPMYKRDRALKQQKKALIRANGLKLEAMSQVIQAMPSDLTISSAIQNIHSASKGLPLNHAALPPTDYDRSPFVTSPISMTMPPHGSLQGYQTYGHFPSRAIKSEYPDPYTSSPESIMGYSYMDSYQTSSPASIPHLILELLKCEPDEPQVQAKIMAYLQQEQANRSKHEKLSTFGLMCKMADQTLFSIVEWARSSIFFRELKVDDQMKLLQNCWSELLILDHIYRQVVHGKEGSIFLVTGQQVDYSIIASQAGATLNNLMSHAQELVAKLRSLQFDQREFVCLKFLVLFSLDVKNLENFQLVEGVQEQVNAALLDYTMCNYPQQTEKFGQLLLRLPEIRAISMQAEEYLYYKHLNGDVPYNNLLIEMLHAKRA
# MC4R barr agon: MC4R agonists recruiting beta-arrestin, primary screen, cell-based, luminescence, agonist arm of biased-ligand search; Melanocortin receptor 4 (Homo sapiens), P32245; activation, % at 8.9 µM; actives 0.98% (n = 360,000); U2OS MC4R beta-arrestin complementation; percent of melanotan II response, DMSO zero;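 active = activation above a per-plate cutoff, the mean activation of sample wells on that plate plus 3 SD, cut at about 8% in these data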
# Numbers without * were called inactive; . = no result given; & = joins results of further samples. This is a subset. The share of hits here may be higher or lower than overall.
MC4R antagonist	NOD2 RIPK2 PPI	TLR9-MyD88 inh	NCOA1 inh	ABHD5-PLIN5 inh	NCOA2 inhibitor	SRC3 inh	EBV LMP1 NFkB	NR2F2 inh	NR5A2 inv ag	MC4R barr agon	smiles
1	0	-2	16	-3	-21	5	0	16	20	-1.5	CNc1nc(-c2c(C)n(C)c3ccc(OC)cc23)cs1
2	-8	1	-16	0	4	6	6	-1	-2	-0.2	O=C(Nn1cnnc1)c1csc2ccccc12
2	13	1	-3	-5	-10	8	-7	17	22	-0.8	O=S(=O)(c1cccs1)N1CCN(C/C=C/c2ccccc2)CC1
1	8	4	-15	-3	28	14	5	-18	4	1.9	CN1CCN(CC(=O)NC23CC4CC(CC(C4)C2)C3)CC1
6	-7	12	-18	4	3	7	10	0	-9	-2.3	Cn1c(CNC(=O)CCNC(=O)c2cccc(F)c2)cc(=O)n(C)c1=O
12	1	7	-14	5	-17	12	-8	11	33	1.7	Cc1cc(=O)n(CC(=O)Nc2cc(Cl)ccc2C)c(C(C)C)n1
8	-12	-3	-26	-6	-7	-8	-31	-14	-26	-1.6	C=CCNC(=S)/N=c1/scc(C)n1C
10	-11	-9	-1	-5	-1	24	0	20	-10	1.7	C/C(Cc1ccccc1)=N\NC(=O)CNC(=O)c1ccccc1Cl
11	6	2	-3	-6	-11	-16	-15	-4	-26	-0.4	COc1ccc(-n2c(SCC(=O)Nc3nccs3)nc3c(c2=O)SCC3)cc1
-5	2	8	3	-6	0	8	-5	7	-14	1.1	CCOC(=O)c1c(S(=O)(=O)NCC(C)c2ccccc2)c(C)n(C)c1C (configuration not stated)
5	1	2	-1	1	-4	-14	-2	1	14	-2.0	CCOc1ccc(CCNC(=O)CCn2cccc2)cc1OCC
13	-6	3	-2	3	15	-12	-14	2	-9	-0.3	N=c1c(S(=O)(=O)c2ccc(Br)cc2)cc2c(=O)n3ccccc3nc2n1Cc1ccccc1
10	-1	2	6	-2	2	1	-5	8	0	0.1	O=C(O)c1ccc2c(c1)C(=O)N(c1nccs1)C2=O
17	-8	2	-18	-2	7	-2	1	-13	-8	-0.2	CC(=O)Nc1ccccc1/C=C/c1ccc2c(C)cc(C)c(O)c2n1
28	-15	-4	-16	0	-9	8	-3	13	-1	0.3	CC(C)NS(=O)(=O)c1ccc(CCC(=O)Nc2ccc3c(c2)OCCO3)cc1
4	-6	2	-21	9	5	-13	-7	-1	-30	-1.1	Cc1ccc(NC(=O)CN2C(=O)N/C(=C/c3cc(C)n(-c4cccc(C(=O)O)c4)c3C)C2=O)cc1
18	-9	-13	-24	3	22	2	2	7	12	-0.8	N#Cc1ccccc1N=Cc1ccc(Br)cc1
1	-8	-1	-18	-4	4	-6	-4	3	-39	0.6	Cc1cc(OCC(=O)O/N=C(\N)c2ccccc2)ccc1Cl
2	-6	2	1	3	28	13	-5	17	-7	-2.8	CCOc1ccc(CCNC(=O)c2ccccc2OCc2c(C)noc2C)cc1OCC
3	-5	-4	-14	-3	2	3	12	0	2	0.6	CC(C(=O)Nc1ccc(C#N)cc1)N(C)CC(=O)Nc1cccc(F)c1 (configuration not stated)
2	-9	8	-10	-4	-7	-6	-4	6	10	-0.7	Cc1ccc(N(CCC#N)C(=O)CSc2ccc3c(c2)OCCO3)cc1
3	39*	19	-20	-1	10	22	-4	15	-22	-0.7	Nc1cccc2c1C(=O)N(CC(=O)NC13CC4CC(CC(C4)C1)C3)C2=O
0	4	-17	10	15	29	32	-4	9	-6	2.0	O=C(Cc1ccc(Br)cc1)NCCc1ccc(Cl)cc1Cl
0&-6	0&-17	1&-11	-2&5	0&-1	8&-18	10&-18	28&-60	0&-5	6&-11	-0.8&1.9	CN(C)c1ccnc2c[cH-]cc12.[Fe].c1ccc(-[c-]2[c-](-c3ccccc3)[c-](-c3ccccc3)[c-](-c3ccccc3)[c-]2-c2ccccc2)cc1 (configuration not stated)
7	-5	3	-2	7	-9	6	-2	3	14	-2.0	COc1ccccc1N1CCN(C(=O)CSc2ncnc3scc(-c4ccccc4)c23)CC1

MC4R antagonist	NOD2 RIPK2 PPI	TLR9-MyD88 inh	NCOA1 inh	ABHD5-PLIN5 inh	NCOA2 inhibitor	SRC3 inh	EBV LMP1 NFkB	NR2F2 inh	NR5A2 inv ag	MC4R barr agon	smiles
2	-2	4	14	4	-12	-4	-3	-12	-1	-2.4	CCC1CCC(C(=O)NC(C(=O)NCCN2CCOCC2)C(C)C)CC1 (configuration not stated)
-4	-16	-2	-40	5	-13	14	-8	2	-1	0.5	CCCn1ccc(O)c(Cc2ccc(Cl)cc2)c1=O
16	-3	1	48	1	26	64*	32	70*	57	-1.4	CC(C)(C)c1ccc(/C=N/Nc2ccc(C(=O)O)cc2)cc1
13	2	-3	4	-4	17	22	0	7	5	-0.8	COc1ccc(/C=C(\C#N)C(=O)OCC(=O)Nc2c(C)cccc2C(C)C)cc1
7	-20	0	2	4	-20	11	-1	-24	2	-0.8	CN1/C(=C\C(=O)c2ccco2)c2ccccc2CC1(C)C
-7	-3	-1	-4	-8	-1	6	-2	19	9	-0.7	Oc1ccc(CN2CCCCC2)c2cccnc12
11	-6	-2	2	-6	0	2	1	16	1	-3.2	CN1CCN(CC(=O)Nc2ccc([N+](=O)[O-])cc2Br)CC1
10	-24	-8	-2	-3	-10	6	-9	18	-9	0.9	COC(=O)CCc1ccc(O)cc1
4	3	-11	-5	-3	.	-3	-3	.	-14	-5.9	COc1cccc(N/C(N)=N/c2nc(C)cc(=O)[nH]2)c1
4	-10	1	-49	-5	-46	-55	-16	2	-42	-1.0	O=c1c2ccccc2on1-c1ccccc1
5	3	-12	-3	0	-15	-3	-3	-22	-1	-0.1	COc1ccc(-c2ccccc2C2=CC(=O)CC(C)(C)C2=O)cc1
-1	-1	-3	3	3	10	17	20	46*	14	0.1	C=CCN1C(=O)S/C(=C/c2ccc(Sc3nc4ccccc4[nH]3)o2)C1=O
-2	-5	2	6	1	-16	8	8	15	24	-2.0	CCC(=O)N(Cc1cc2cc(OC)ccc2[nH]c1=O)c1ccc(C)cc1C
-8	0	6	-7	0	-30	-26	4	-11	-13	-0.4	Nc1ccc2c(c1)C(=O)c1cc([N+](=O)[O-])ccc1-2
.	5	.	.	-2	-16	.	.	-9	9	.	O=C(C[C@H]1CC[C@@H]2[C@H](COC[C@@H](O)CN2C(=O)C2CC2)O1)NCc1ccccc1Cl
3	-10	-11	1	4	5	2	5	-3	-13	-0.8	COc1cc2c(cc1OC)C(c1cc3cc(C)ccc3[nH]c1=O)N(C(=O)c1ccco1)CC2 (configuration not stated)
-3	-3	0	-4	0	-5	0	-5	4	-2	-2.0	COc1ccccc1NC(=O)N1CCc2[nH]c3ccc(Cl)cc3c2C1
-7	-13	3	-59	-1	8	5	-4	16	3	0.2	CC(C)CCN1CCN(Cc2cc3ccccc3[nH]2)CC1CCO (configuration not stated)
-7	-12	1	-10	2	-35	-33	-15	-6	-17	-2.3	Cc1ccc(F)c(NC(=O)/C(C#N)=C(\O)c2ccc(C(C)(C)C)cc2)c1
1	-2	-1	5	5	-23	2	0	-6	6	-0.2	CCNc1nc(NCC)nc(N/N=C/c2ccc(Br)cc2)n1
13	-12	3	-77	10	8	-85	2	-22	-81	-2.0	O=C(/C=C/c1ccc(O)c(O)c1)c1ccccc1O
0	-1	-7	7	2	-2	-2	-2	-23	19	1.9	CCOCCCNC(=O)c1ccc2c(=O)n(CCCOCC)c(=S)[nH]c2c1
0	5	6	-5	-2	-11	2	4	9	6	-0.2	CCN(CC)C(=O)C(C)N(C#N)c1nc(SC)nc(N(C)C)n1 (configuration not stated)
6	1	6	-2	-3	-10	9	-4	-14	-3	-2.1	N#CC1=C(N)Oc2n[nH]c(-c3ccc(F)cc3)c2C1c1cccc(OC(=O)N2CCOCC2)c1 (configuration not stated)
12	10	2	-5	-4	18	7	-4	-12	22	-2.8	COCCN(C(=O)CSc1nnc(-c2ccc(C(C)(C)C)cc2)n1N)c1c(N)n(CC(C)C)c(=O)[nH]c1=O

MC4R antagonist	NOD2 RIPK2 PPI	TLR9-MyD88 inh	NCOA1 inh	ABHD5-PLIN5 inh	NCOA2 inhibitor	SRC3 inh	EBV LMP1 NFkB	NR2F2 inh	NR5A2 inv ag	MC4R barr agon	smiles
2	1	17	-15	1	27	-2	-3	-5	-11	1.5	Nc1ccn([C@@H]2O[C@H](CNC(=O)[C@@H](N)CSCc3ccccc3)[C@@H](O)[C@H]2O)c(=O)n1
-2	0	6	-10	9	9	-2	82*	0	3	-1.1	COc1ccc(S(=O)(=O)NCC(c2cccnc2)N2CCN(c3ccc(F)cc3)CC2)cc1C (configuration not stated)
14	1	-9	8	4	5	-9	2	7	-8	-0.1	Cc1ccc(OCc2cc(C(=O)N3CCc4[nH]cnc4C3c3ccccn3)no2)cc1C (configuration not stated)
3	9	.	3	3	-4	22	.	5	1	-0.5	CC(=O)C1C(c2ccc(Cl)cc2)c2c(noc2C)CC1(C)O (configuration not stated)
9	-8	-1	14	2	-10	-4	8	-3	-20	-1.9	O=C(COC(=O)c1ccc2c(c1)OCO2)Nc1ncc(Cl)cc1Cl
6	0	3	-24	0	-46	3	1	-20	5	-0.1	Cc1nnc(SCc2cccc([N+](=O)[O-])c2)o1
4	-1	-3	-14	0	7	-10	-3	17	-1	-0.8	O=C(Nc1cccc(C(F)(F)F)c1)OCCN1CCN(Cc2ccccc2)CCC1=O
1	3	6	4	3	-19	2	0	-8	7	5.3	O=c1[nH][nH]cc1C=Nc1ccccc1O
8	-5	-1	5	0	22	-13	14	27	6	-1.3	Cn1c(CCN2CCN(c3ccccn3)CC2)nc2cc(NC(=O)COc3ccccc3)ccc21
2	-5	.	-1	-1	-14	1	9	10	-10	-1.8	COC(=O)CCN1CCc2cc(N=Nc3ccc([N+](=O)[O-])cc3)ccc21

# Screening results: PubChem, several laboratories
